TWEAK-Fn14 inh: TWEAK-Fn14 signaling inhibition; inhibition, % at 10 µM; TWEAK-stimulated Fn14 reporter cells, luciferase luminescence, 8 h; hit rate 2% among 360,000; in the data active = inhibition above about 50%
TLR9-MyD88 block: TLR9-MyD88 interaction inhibition | CHO BLA complementation TLR9-MyD88, CCF4 FRET ratio | inhibition, % at 4.98 µM | hit rate 0.21% among 340,000;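 active = inhibition above the mean over all tested compounds plus 3 SD, cut at about 21% in these data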;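 note: 0% = DMSO only wells and 100% = clavulanate BLA inhibitor control wells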
NCOA1 inh: human NCOA1 inhibition; AID 588354; HEK293 GAL4-SRC1 luciferase reporter, luminescence; inhibition, % at 3.6 µM; hit rate 0.12% among 360,000;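 active = inhibition above the campaign mean plus 3 SD, with each screening campaign given its own cutoff, cut at about 60% in these data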;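 note: 0% = DMSO treated cells and 100% = gossypol at 36 µM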
NCOA2 inhibitor: human SRC2 (NCOA2) inhibition; HEK293 GAL4-SRC2 luciferase reporter, luminescence; inhibition, % at 9 µM; hit rate 0.17% among 370,000; AID 651957;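 active = inhibition above the mean inhibition of all tested compounds plus 3 SD, set per campaign, cut at about 52% in these data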;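 note: 0% = DMSO treated cells and 100% = cells given Gossypol at 36 µM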
NCOA3 inh: inhibitors of human steroid receptor coactivator 3 (SRC3); Q9Y6Q9; HEK293 GAL4-SRC3 luciferase reporter, luminescence; inhibition, % at 3.6 µM; hit rate 0.17% among 360,000; AID 588352;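 active = inhibition above a per-campaign cutoff, the mean of all compounds plus 3 SD, cut at about 60% in these data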;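 note: 0% = DMSO-treated cells and 100% = gossypol-treated cells at 36 µM; higher means less SRC3-driven luciferase light from the GAL4 reporter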
NR2F2 inh: blocks human COUP-TFII nuclear receptor. HEK293T NGFI-A luciferase reporter, luminescence. hit rate 0.7% among 370,000. inhibition, % at 8.6 µM. P24468. AID 686940;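 active = inhibition above a per-plate cutoff, mean inhibition of test wells between control levels plus 3 SD, cut at about 38% in these data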;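 note: cells cotransfected with COUP-TFII expression vector driving the NGFI-A reporter; 0% = median of COUP-TF2 test wells and 100% = reporter-only cells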
TROY signal inh: TROY signaling inhibition. AID 1347056. inhibition, % at 10 µM. Q293 LMP1-TROYcd NF-kB luciferase reporter, 4 h. hit rate 0.98% among 360,000;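 active = compounds whose plate-normalised and pattern-corrected inhibition of the luciferase reporter signal at the single screening dose is 50% or more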
Granule exo inh: lytic granule exocytosis inhibition. TALL-104 LAMP-1 surface exposure, flow cytometry; cells stimulated with thapsigargin and PMA. inhibition, % at 10 µM. hit rate 0.66% among 360,000. AID 651702;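 active = inhibition above about 55%, limit read from the data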
NOD2-RIPK2 inh: blocks binding of human NOD2 to RIPK2. O43353. CHO BLA complementation NOD2-RIPK2, CCF4 ratio. inhibition, % at 4.98 µM. hit rate 0.38% among 360,000. AID 624267; in the data active = inhibition above about 21%;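 note: 0% = vehicle only and 100% = reference blocker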
ABHD5 PLIN5 PPI: inhibitors of human ABHD5-perilipin-5 interaction; Q00G26+Q8WTS1; Split G. princeps luciferase complementation, luminescence, 4 h; inhibition, % at 4 µM; hit rate 0.78% among 360,000; AID 602281;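 active = inhibition above the mean inhibition across every tested compound plus 3 SD, cut at about 22% in these data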;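 note: 0% = DMSO only wells and the 100% control is not disclosed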
NR5A2 inv ag: suppresses constitutive activity of human LRH-1; O00482; HEK293T StAR-luciferase reporter, LRH-1 transfected, 24 h; inhibition, % at 3.6 µM; hit rate 0.13% among 360,000;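 active = inhibition above the mean inhibition of all tested compounds plus 3 SD, cut at about 73% in these data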;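 note: 0% = DMSO wells and 100% = reporter-only cells lacking LRH-1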
The depositor's hits bear a star; x = not tested or not shown.

Start of the data: the first 2 entries, to show the layout:
SMILES,TWEAK-Fn14 inh,TLR9-MyD88 block,NCOA1 inh,NCOA2 inhibitor,NCOA3 inh,NR2F2 inh,TROY signal inh,Granule exo inh,NOD2-RIPK2 inh,ABHD5 PLIN5 PPI,NR5A2 inv ag
O=C(c1cc(C(=O)NCc2ccccc2)c(=O)n(Cc2ccccc2)c1)c1cc(Br)ccc1O,51*,-6,6,10,16,-18,24,-2,-9,9,25
CC(C)C(=O)N1CCN(CCN=Cc2c(O)n(C)c(=O)n(C)c2=O)CC1,-2,-1,-18,1,7,-7,-23,-2,-7,6,7

All compounds of this part, previewed entries included:
SMILES,TWEAK-Fn14 inh,TLR9-MyD88 block,NCOA1 inh,NCOA2 inhibitor,NCOA3 inh,NR2F2 inh,TROY signal inh,Granule exo inh,NOD2-RIPK2 inh,ABHD5 PLIN5 PPI,NR5A2 inv ag
O=C(c1cc(C(=O)NCc2ccccc2)c(=O)n(Cc2ccccc2)c1)c1cc(Br)ccc1O,51*,-6,6,10,16,-18,24,-2,-9,9,25
CC(C)C(=O)N1CCN(CCN=Cc2c(O)n(C)c(=O)n(C)c2=O)CC1,-2,-1,-18,1,7,-7,-23,-2,-7,6,7
COC(=O)C1=C(c2ccccc2OCc2ccccc2)C[C@@H]2CC[C@H]1N2C(=O)NCc1ccc(F)cc1,11,7,12,-19,-17,4,-8,-3,1,-1,-1
COC(=O)C1C2c3ccccc3C(c3ccccc32)C1(C)C(=O)OC (stereo not drawn),-3,-8,-14,13,3,-2,-9,30,-6,13,2
Cc1cc(C=C2C(=O)NC(=O)NC2=O)c(C)n1-c1cccnc1,4,-9,12,9,0,11,12,0,-15,-3,12
Cc1nn(C2CCOC(C)(C)C2)c2c1C(c1ccc3c(c1)OCO3)SCC(=O)N2 (stereo not drawn),-1,7,9,-10,-4,4,6,3,-5,-1,9
O=C(C1CCCCC1)N1Cc2ccccc2-n2nncc2C1,22,10,-16,2,-27,2,-3,-1,-5,-3,0
CCN1CCN(c2ccc([N+](=O)[O-])cc2C#N)CC1,-6,-9,-12,1,-9,3,9,-1,-2,0,8
O=C(c1ccc2c3c(cccc13)CC2)C1CCCN(Cc2ncc[nH]2)C1 (stereo not drawn),5,6,-1,14,11,5,18,0,-3,4,2
Cc1ccc2nc(-c3ccncc3)cc(C(=O)N3CCC4(CC3)OCCO4)c2c1,12,-7,4,1,13,-4,9,-1,-11,1,18
O=C(c1cc2cc(F)ccc2[nH]1)N1CCC2(CC1)OCCO2,0,6,-15,-13,-7,-27,-21,-2,4,1,-4
CC12CCC3C(CCC4CC(=O)OCC43C)C1CCC2O (stereo not drawn),-51,-9,8,30,-6,-8,0,3,5,8,-20
COC12C(COC(N)=O)C3=C(C(=O)C(C)=C(N)C3=O)N1CC1C2N1C (stereo not drawn),-3,5,-7,-8,24,-14,-14,3,0,-3,-22
O=C(O)CCn1cc(C=C2C(=O)NC(=S)NC2=O)c(-c2ccccc2)n1,-5,8,-35,-8,-5,7,6,1,-1,7,4
C[C@]12CC[C@@H](O)C[C@@H]1CC[C@@H]1[C@@H]2CC[C@]2(C)C(=O)[C@H](O)C[C@@H]12,17,5,-5,x,2,x,-7,-8,7,0,22
COc1ccc(C(C)=O)cc1CC(C(=O)c1ccc(Br)cc1)N(C)C (stereo not drawn),-9,0,4,-13,2,18,15,5,-8,9,11
COC(=O)C1=C(c2ccc(Cl)c(C(F)(F)F)c2)C[C@@H]2CC[C@H]1N2C(=O)NCC1CC1,-13,-2,2,2,-6,14,5,-3,2,-3,-11
O=C1NCN(c2ccccc2)C12CCN(C(c1ccnc3ccccc13)c1nnnn1C1CCCC1)CC2 (stereo not drawn),35,x,16,24,5,-12,18,1,1,-10,-36
CC(C)(C)c1ccc(CN2C(=O)CN=C(c3ccccc3)c3ccccc32)cc1,7,4,1,18,11,14,13,36,-4,-1,5
CC12CCC(=O)C=C1CCC1C2C(O)CC2(C)C(O)CCC12 (stereo not drawn),-12,-18,-2,-8,-18,-17,-5,4,-1,-3,-9

An excerpt of the results above, as a working copy:
SMILES,TWEAK-Fn14 inh,TLR9-MyD88 block,NCOA1 inh,NCOA2 inhibitor,NCOA3 inh,NR2F2 inh,TROY signal inh,Granule exo inh,NOD2-RIPK2 inh,ABHD5 PLIN5 PPI,NR5A2 inv ag
O=C(C1CCCCC1)N1Cc2ccccc2-n2nncc2C1,22,10,-16,2,-27,2,-3,-1,-5,-3,0
CCN1CCN(c2ccc([N+](=O)[O-])cc2C#N)CC1,-6,-9,-12,1,-9,3,9,-1,-2,0,8
O=C(c1ccc2c3c(cccc13)CC2)C1CCCN(Cc2ncc[nH]2)C1 (stereo not drawn),5,6,-1,14,11,5,18,0,-3,4,2
Cc1ccc2nc(-c3ccncc3)cc(C(=O)N3CCC4(CC3)OCCO4)c2c1,12,-7,4,1,13,-4,9,-1,-11,1,18
O=C(c1cc2cc(F)ccc2[nH]1)N1CCC2(CC1)OCCO2,0,6,-15,-13,-7,-27,-21,-2,4,1,-4
CC12CCC3C(CCC4CC(=O)OCC43C)C1CCC2O (stereo not drawn),-51,-9,8,30,-6,-8,0,3,5,8,-20
COC12C(COC(N)=O)C3=C(C(=O)C(C)=C(N)C3=O)N1CC1C2N1C (stereo not drawn),-3,5,-7,-8,24,-14,-14,3,0,-3,-22
O=C(O)CCn1cc(C=C2C(=O)NC(=S)NC2=O)c(-c2ccccc2)n1,-5,8,-35,-8,-5,7,6,1,-1,7,4
C[C@]12CC[C@@H](O)C[C@@H]1CC[C@@H]1[C@@H]2CC[C@]2(C)C(=O)[C@H](O)C[C@@H]12,17,5,-5,x,2,x,-7,-8,7,0,22
COc1ccc(C(C)=O)cc1CC(C(=O)c1ccc(Br)cc1)N(C)C (stereo not drawn),-9,0,4,-13,2,18,15,5,-8,9,11

(list continues)
SMILES,TWEAK-Fn14 inh,TLR9-MyD88 block,NCOA1 inh,NCOA2 inhibitor,NCOA3 inh,NR2F2 inh,TROY signal inh,Granule exo inh,NOD2-RIPK2 inh,ABHD5 PLIN5 PPI,NR5A2 inv ag
C[n+]1c2ccccc2nc2ccc(NCCO)cc21,20,-11,-16,-41,-15,2,-4,-9,1,9,15
O=C(CN1CCCCC1)c1ccccc1Cl,-5,-3,-15,7,-2,7,-22,-1,0,0,18
O=[N+]([O-])c1cccnc1N1CCCNCC1,16,-5,-27,-17,-12,4,-21,4,5,-1,13
CCc1cccc(CC)c1N(COC)C(=O)CCl,4,-4,3,13,8,16,-14,0,-11,0,13
O=C(CCNS(=O)(=O)c1ccccc1)Nc1ccc(Cl)cc1C(=O)c1ccccc1,19,2,-35,8,17,14,12,-5,-9,0,1
CCCCC(CC)COCCCN=Cc1c(O)[nH]c(=S)[nH]c1=O (stereo not drawn),60*,x,25,21,30,7,6,-6,-14,-6,-1
O=C(O)COc1ccccc1/C=C1\C(=O)NC(=O)N(CCC2=CCCCC2)C1=O,-3,-6,-4,24,7,6,-3,0,-5,-19,4
CC(C)NP(=O)(NC(C)C)OP(=O)(NC(C)C)NC(C)C,-33,-9,5,7,1,10,-2,1,-15,-4,0
CN1CCN(C(=O)Cc2nc3ccccc3[nH]2)CC1,1,-4,2,8,5,-18,-17,0,6,1,3
O=C(NC12CC3CC(CC(C3)C1)C2)OC1CN2CCC1CC2 (stereo not drawn),-7,x,12,-10,12,-16,-22,-14,-9,-4,8
CCCCCCn1c(=O)c(C(=O)Nc2cccc(C)n2)c(O)c2ccccc21,1,3,12,x,0,x,5,-6,3,5,3
CN1C(=O)N(C)C(=O)C(CCc2ccncc2)(CCc2ccncc2)C1=O,6,-2,0,-14,9,4,-13,-1,-8,2,9
Cc1sc2ncn(CC(=O)N3CCC4(CC3)OCCO4)c(=O)c2c1C,7,-18,9,-1,18,-3,4,2,2,-1,4
Cc1csc(=N)n1Cc1ccccc1,-7,10,7,-1,19,8,0,-3,-9,3,8
Cc1ccc2c(c1)C1CN(C)CCC1N2C(=O)c1cn(-c2ccccc2)nc1-c1ccccc1 (stereo not drawn),2,8,3,1,10,1,8,10,10,14,9
CN1Cc2ccccc2-n2nncc2C1,28,6,0,6,-13,2,-2,-3,3,9,0
Cc1ccc2c(c1)C1CN(C)CCC1N2C(=O)Cc1cccs1 (stereo not drawn),-5,7,16,-38,8,4,0,-8,3,7,11
N#CCP(=S)(c1ccccc1)c1ccccc1,10,2,2,1,9,2,-8,0,-8,-3,6
COc1cccc(NP(=O)(Oc2ccccc2)Oc2ccccc2)c1,8,6,-5,9,16,-2,12,11,6,-3,-9
CN1CCC(N(C)c2ncnc3ccc(Br)cc23)CC1,13,-6,13,9,27,1,-1,1,7,-2,-3

SMILES,TWEAK-Fn14 inh,TLR9-MyD88 block,NCOA1 inh,NCOA2 inhibitor,NCOA3 inh,NR2F2 inh,TROY signal inh,Granule exo inh,NOD2-RIPK2 inh,ABHD5 PLIN5 PPI,NR5A2 inv ag
COc1cccc(CCNCc2ccc(SC)cc2)c1,-7,-11,10,6,10,5,19,-2,-4,0,19
CN1C(=O)c2ccccc2NC(=O)[C@]12O[C@@H]2c1ccccc1,10,1,-7,10,-29,4,-7,-6,-8,-3,11
CP(=O)(Nc1ccccc1)C(Cl)(Cl)Cl (stereo not drawn),-37,4,-4,5,-7,-6,0,-1,1,-4,10
Cc1nn(CCC#N)c2c1P(=S)(N1CCCC1)OC(c1ccc(F)cc1)=N2 (stereo not drawn),2,5,5,3,19,16,-2,2,5,-3,7
C(#CCN1CCCCC1)COCc1ccccc1,0,-2,-7,1,16,-2,-4,-4,0,-2,-1

Screening data (PubChem)

The list is partial. The share of hits here may be higher or lower than overall.
